CaV13 ICDI inh: Disruptors of the CACNA1D IQ motif to Ca2+-dependent inactivation inhibitor domain association, primary screening, Förster resonance energy transfer in intact living … | HEK cells, CFP/YFP FRET ICDI-IQ, plate reader, 10 min; percent FRET-ratio fall versus neutral wells | hit rate 0.098% among 340,000 | inhibition, % at 12.3 µM;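 active means mean replicate inhibition of at least 30% and at least 1% of replicates passing that level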;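 further: 0% = median of the neutral control wells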
TRPM1 prom inh: reduces MITF-dependent TRPM1 promoter luciferase signal; SK-MEL-5 TRPM1 promoter luciferase, 24 h; hit rate 0.83% among 330,000; inhibition, % at 12.5 µM;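 active means mean inhibition across replicates of 60% or more, whatever share of single replicates reaches that level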; further: values of inactives mirror those of a sister screen read the other way
HIF-2a inh: blocks HIF-2a reporter activity; 786-0 RCC cells HIF-2a reporter, luciferase luminescence, overnight; inhibition, % at 18.8 µM; hit rate 0.72% among 360,000;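 active means inhibition of the luminescence signal of 40% or more relative to plate controls, in a single-dose primary screen at 18.75 µM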
Vif inh: inhibitors of HIV Vif | HEK293T cells, Vif self-association by quenched fluorescence, imaging, 24 h | inhibition, % at 7.49 µM | hit rate 0.35% among 340,000 | AID 602346; in the data active means inhibition above about 50%, passing the limit was not always enough; further: some results filed as inactive read as strong as hits
PDI turbidity: blocks human protein disulfide isomerase activity; PDI insulin aggregation turbidity, A650, 90 min; AID 588391; hit rate 0.052% among 350,000; inhibition, % at 10 µM;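 active means mean inhibition across replicates of 30% or more, whatever share of single replicates reach that level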;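 further: absorbance from insulin aggregation driven by PDI reduction with DTT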
Target sequence (P07237 whole entry, looked up): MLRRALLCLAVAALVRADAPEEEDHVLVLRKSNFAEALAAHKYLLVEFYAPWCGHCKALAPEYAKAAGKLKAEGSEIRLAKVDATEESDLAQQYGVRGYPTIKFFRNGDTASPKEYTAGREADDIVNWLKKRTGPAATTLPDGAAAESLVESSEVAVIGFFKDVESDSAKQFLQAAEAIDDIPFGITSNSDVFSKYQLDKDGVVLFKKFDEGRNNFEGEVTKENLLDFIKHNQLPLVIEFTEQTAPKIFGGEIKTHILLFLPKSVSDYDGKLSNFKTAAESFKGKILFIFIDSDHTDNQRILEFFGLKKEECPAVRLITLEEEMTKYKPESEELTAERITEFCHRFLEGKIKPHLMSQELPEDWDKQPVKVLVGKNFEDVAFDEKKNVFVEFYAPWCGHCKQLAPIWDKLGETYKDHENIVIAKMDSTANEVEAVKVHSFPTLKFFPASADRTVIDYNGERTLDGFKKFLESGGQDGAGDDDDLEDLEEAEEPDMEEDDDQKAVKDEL
iPSC survival up: hiPSC single-cell survival enhancement; survival enhancement, % at 20 µM; AID 602274; ATPlite luminescence; 100% = ROCK inhibitor wells, 0% = DMSO; hit rate 0.044% among 360,000; in the data active means survival enhancement above about 18%;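 further: cells exposed to compounds for 16 hours before the ATP read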
Peg3 prom inh: Peg3 promoter activity inhibition; HeLa PEG-Prom luciferase reporter, luminescence, overnight; inhibition, % at 20 µM; hit rate 1.7% among 360,000;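 active means inhibition of at least 50% at 20 µM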
Granule exo inh: lytic granule exocytosis inhibition | AID 651702 | hit rate 0.66% among 360,000 | TALL-104 LAMP-1 surface exposure, flow cytometry; cells stimulated with thapsigargin and PMA | inhibition, % at 10 µM;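 active means inhibition above about 55%, limit read from the data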
NR2E3 ag-1: agonists of human nuclear receptor NR2E3; AID 2300; Q9Y5X4; hit rate 0.12% among 320,000; GST-NR2E3/biotin-RetCOR TR-FRET, 1536-well; inhibition of corepressor binding, % at 4.78 µM;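 active means percent inhibition above the cutoff of mean plus 3 SD of all tested compounds, set per screening campaign, cut at about 20% in these data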;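 further: 0% = DMSO wells and 100% = biotin wells as full block of FRET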
Target sequence (Q9Y5X4 whole entry, looked up): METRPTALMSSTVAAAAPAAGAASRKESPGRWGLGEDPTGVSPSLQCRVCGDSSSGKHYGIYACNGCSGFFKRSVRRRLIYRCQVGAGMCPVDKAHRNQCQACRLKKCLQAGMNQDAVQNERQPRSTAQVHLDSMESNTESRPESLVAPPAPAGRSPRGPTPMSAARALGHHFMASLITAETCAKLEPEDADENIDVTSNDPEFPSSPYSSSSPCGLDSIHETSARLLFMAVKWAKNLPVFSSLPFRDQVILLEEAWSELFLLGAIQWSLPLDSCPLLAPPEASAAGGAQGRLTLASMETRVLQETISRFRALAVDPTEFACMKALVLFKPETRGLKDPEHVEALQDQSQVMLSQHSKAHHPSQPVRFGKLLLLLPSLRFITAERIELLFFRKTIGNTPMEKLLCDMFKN
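Material: NR2E3–RetCOR corepressor complex / Amount: 1.35 nM GST-NR2E3 / Medium: Tris pH 7.5 / Compound: single nominal compound dose of 4.8 µM / Incubation: 5 h at 4 °C / Technique: TR-FRET, Eu(K)-anti-GST donor, streptavidin-D2 acceptor, ex 340, em 617/671 nm / Read-out basis: percent loss of FRET ratio relative to control wells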
aDG glyco up: increases alpha dystroglycan glycosylation; activation, % at 10 µM; AID 624168; hit rate 0.22% among 360,000; Pro5-aDG cells, alpha-DG glycosylation AlphaScreen (IIH6); 0% Pro5, 100% B10-LARGE cell signal;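 active means activation of at least 8% versus controls, or a plate z-score of at least 8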;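 further: Pro5 are CHO cells carrying HIG-tagged alpha-DG that lacks glycosylation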
NR2E3 ag-2: activates human NR2E3 receptor | Q9Y5X4 | CHO-S Gal4-NCOR/VP16-NR2E3 two-hybrid, luciferase | inhibition of corepressor binding, % at 3.98 µM | hit rate 0.35% among 360,000 | AID 602229;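 active means inhibition above the mean of all tested compounds plus 3 SD, cut at about 70% in these data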;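 further: 0% = DMSO with NR2E3 transfected cells and 100% = cells lacking NR2E3 construct; higher means lower luciferase signal from less NR2E3 corepressor binding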
Active calls of the source: *.

How did COc1cccc2cc(-c3nc(-c4cccs4)cs3)c(=O)oc12 do in these assays?
CaV13 ICDI inh: -7; TRPM1 prom inh: -80; HIF-2a inh: -247; Vif inh: 6; PDI turbidity: 2; iPSC survival up: 1.1; Peg3 prom inh: -227; Granule exo inh: 18; NR2E3 ag-1: 1; aDG glyco up: -0.7; NR2E3 ag-2: -148

What do the screens show for `COc1ccc(CNC(=O)c2c(N)n(CCCN3CCOCC3)c3nc4ccccc4nc23)cc1`?
TRPM1 prom inh: -3; HIF-2a inh: -12; Vif inh: 15; PDI turbidity: 7; iPSC survival up: -0.4; Peg3 prom inh: 70*; Granule exo inh: 51; NR2E3 ag-1: 4; aDG glyco up: 2.0; NR2E3 ag-2: 12

What do the screens show for `O=C(COc1ccc2c(c1)CCC2)NCc1cccc(Cl)c1`?
CaV13 ICDI inh: -18; TRPM1 prom inh: -5; HIF-2a inh: 6; Vif inh: 7; PDI turbidity: 9; iPSC survival up: -0.2; Peg3 prom inh: -1; Granule exo inh: -8; NR2E3 ag-1: 0; aDG glyco up: 0.1; NR2E3 ag-2: -31

How did CCCCn1c(N)c(N(CC(C)C)C(=O)c2cc(-c3ccc(F)cc3)nc3ccccc23)c(=O)[nH]c1=O do in these assays?
CaV13 ICDI inh: -1; TRPM1 prom inh: 17; HIF-2a inh: 11; Vif inh: -6; PDI turbidity: -6; iPSC survival up: 0.6; Peg3 prom inh: 33; Granule exo inh: -6; NR2E3 ag-1: -3; aDG glyco up: -0.3; NR2E3 ag-2: -36

Results for COC(=O)CCS(=O)(=O)c1cc(Cl)ccc1Cl ?
CaV13 ICDI inh: -8; TRPM1 prom inh: -8; HIF-2a inh: 13; Vif inh: -13; PDI turbidity: 0; iPSC survival up: 0.8; Peg3 prom inh: 7; Granule exo inh: -13; NR2E3 ag-1: -1; aDG glyco up: 0.1; NR2E3 ag-2: -13

Results for CCN(CC)CCc1c(C)[nH]c(C(=O)OCc2ccccc2)c1C ?
TRPM1 prom inh: -7; HIF-2a inh: -9; Vif inh: -2; PDI turbidity: 3; iPSC survival up: 1.0; Peg3 prom inh: -6; Granule exo inh: 0; NR2E3 ag-1: 2; aDG glyco up: 0.1; NR2E3 ag-2: 12

How did CCOc1ccc(C(=O)NCC(=O)OCC(=O)NC2CCCC2)cc1 do in these assays?
CaV13 ICDI inh: -8; TRPM1 prom inh: 5; HIF-2a inh: 8; Vif inh: 4; PDI turbidity: 0; iPSC survival up: 0.8; Peg3 prom inh: -15; Granule exo inh: -3; NR2E3 ag-1: 4; aDG glyco up: -0.3; NR2E3 ag-2: 3

How did Cc1ccc(NC(=O)CS(=O)CC(=O)N(CC(=O)NC2CCCC2)c2ccc3c(c2)OCCO3)cc1 (stereo unspecified) do in these assays?
CaV13 ICDI inh: -4; TRPM1 prom inh: 1; HIF-2a inh: 14; Vif inh: 7; PDI turbidity: 12; iPSC survival up: 1.0; Peg3 prom inh: 16; Granule exo inh: -3; NR2E3 ag-1: 6; aDG glyco up: 0.0; NR2E3 ag-2: -7

Results for Fc1cccc(NC(=S)NNc2ccccc2)c1 ?
CaV13 ICDI inh: -4; TRPM1 prom inh: 9; HIF-2a inh: 4; Vif inh: 9; PDI turbidity: 1; iPSC survival up: -0.3; Peg3 prom inh: -3; Granule exo inh: 18; NR2E3 ag-1: -3; aDG glyco up: -0.2; NR2E3 ag-2: -25

How did CC(=O)c1ccc(NC(=O)CN2CCC(NC(=O)C3CCCCC3)CC2)cc1 do in these assays?
CaV13 ICDI inh: 5; TRPM1 prom inh: -12; HIF-2a inh: -37; Vif inh: 1; PDI turbidity: -1; iPSC survival up: -0.4; Peg3 prom inh: -30; Granule exo inh: -2; NR2E3 ag-1: 0; aDG glyco up: 0.0; NR2E3 ag-2: -8

Results for O=c1[nH]c2c(c(=O)n1Cc1ccccc1)CCC2 ?
TRPM1 prom inh: -13; HIF-2a inh: 18; Vif inh: -7; PDI turbidity: -9; iPSC survival up: -0.6; Peg3 prom inh: 7; Granule exo inh: 1; NR2E3 ag-1: -1; aDG glyco up: -0.3; NR2E3 ag-2: -12

How did Cn1c(CCN2CCCCC2)nc2cc(NC(=O)C3CCCCC3)ccc21 do in these assays?
CaV13 ICDI inh: -5; TRPM1 prom inh: 5; HIF-2a inh: 9; Vif inh: 10; PDI turbidity: -3; iPSC survival up: -1.0; Peg3 prom inh: 16; Granule exo inh: -1; NR2E3 ag-1: 3; aDG glyco up: 0.7; NR2E3 ag-2: -8

What do the screens show for `CC(C)(C)n1nnnc1C(c1cc2ccccc2o1)N1CCOCC1` (stereo unspecified)?
CaV13 ICDI inh: -5; HIF-2a inh: 5; iPSC survival up: -0.3; Granule exo inh: -4; aDG glyco up: 0.2; NR2E3 ag-2: 2

Results for CCOc1ccccc1NC(=O)NNS(=O)(=O)c1ccc([N+](=O)[O-])cc1 ?
CaV13 ICDI inh: -6; TRPM1 prom inh: 4; HIF-2a inh: -2; Vif inh: 1; PDI turbidity: -1; iPSC survival up: 0.2; Peg3 prom inh: -2; Granule exo inh: -1; NR2E3 ag-1: 0; aDG glyco up: 0.1; NR2E3 ag-2: 13

Results for CCCc1nn(C)c2c(=O)[nH]c(-c3cc(S(=O)(=O)N(CCO)CCO)ccc3OCC)nc12 ?
CaV13 ICDI inh: -15; TRPM1 prom inh: 0; HIF-2a inh: 15; Vif inh: -2; PDI turbidity: 5; iPSC survival up: -0.2; Peg3 prom inh: 11; Granule exo inh: 2; NR2E3 ag-1: 0; aDG glyco up: 0.0; NR2E3 ag-2: -11

What do the screens show for `CN(C)c1ccc([N+](=O)[O-])cc1C(=O)NCC(c1ccco1)N(C)C` (stereo unspecified)?
CaV13 ICDI inh: -3; TRPM1 prom inh: 1; HIF-2a inh: 16; Vif inh: -2; PDI turbidity: -3; iPSC survival up: -0.2; Peg3 prom inh: 9; Granule exo inh: 12; NR2E3 ag-1: -4; aDG glyco up: 0.0; NR2E3 ag-2: -19

How did S=C(Nc1ccc2c(c1)OCCO2)Nc1ccccc1Cl do in these assays?
CaV13 ICDI inh: -6; TRPM1 prom inh: -25; HIF-2a inh: -238; Vif inh: 3; PDI turbidity: -2; iPSC survival up: -0.4; Peg3 prom inh: -178; Granule exo inh: -5; aDG glyco up: -0.2; NR2E3 ag-2: -2

Results for CC(=O)OCC(=O)Nc1ccccc1OC(F)F ?
CaV13 ICDI inh: -5; TRPM1 prom inh: -2; HIF-2a inh: 21; Vif inh: 2; PDI turbidity: 3; iPSC survival up: -3.4; Peg3 prom inh: 4; Granule exo inh: 1; NR2E3 ag-1: 0; aDG glyco up: 0.1; NR2E3 ag-2: -4

What do the screens show for `CC(NC(=O)Nc1cccnc1)(C(F)(F)F)C(F)(F)F`?
CaV13 ICDI inh: -5; TRPM1 prom inh: -12; HIF-2a inh: 9; Vif inh: 1; PDI turbidity: 4; iPSC survival up: 1.6; Peg3 prom inh: 5; Granule exo inh: 2; NR2E3 ag-1: 1; aDG glyco up: -0.1; NR2E3 ag-2: -7

Results for O=C(Nc1ccccc1)C1=C[C@H](c2coc3ccccc3c2=O)C[C@H](OCc2ccc(CO)cc2)O1 ?
CaV13 ICDI inh: -12; TRPM1 prom inh: 3; HIF-2a inh: 14; Vif inh: 9; PDI turbidity: 9; iPSC survival up: 0.5; Peg3 prom inh: 30; Granule exo inh: 13; NR2E3 ag-1: 2; aDG glyco up: -0.2; NR2E3 ag-2: -23

Next section (2 carried over from the part before).
What do the screens show for `CC(NC(=O)Nc1cccnc1)(C(F)(F)F)C(F)(F)F`?
CaV13 ICDI inh: -5; TRPM1 prom inh: -12; HIF-2a inh: 9; Vif inh: 1; PDI turbidity: 4; iPSC survival up: 1.6; Peg3 prom inh: 5; Granule exo inh: 2; NR2E3 ag-1: 1; aDG glyco up: -0.1; NR2E3 ag-2: -7

Results for O=C(Nc1ccccc1)C1=C[C@H](c2coc3ccccc3c2=O)C[C@H](OCc2ccc(CO)cc2)O1 ?
CaV13 ICDI inh: -12; TRPM1 prom inh: 3; HIF-2a inh: 14; Vif inh: 9; PDI turbidity: 9; iPSC survival up: 0.5; Peg3 prom inh: 30; Granule exo inh: 13; NR2E3 ag-1: 2; aDG glyco up: -0.2; NR2E3 ag-2: -23

Results for COc1cc(OC)c(C(=O)OCC(=O)N2CC(=O)Nc3ccccc32)cc1OC ?
CaV13 ICDI inh: 4; TRPM1 prom inh: 20; HIF-2a inh: 17; Vif inh: 0; PDI turbidity: 8; iPSC survival up: 4.0; Peg3 prom inh: 8; Granule exo inh: 0; NR2E3 ag-1: 0; aDG glyco up: 0.1; NR2E3 ag-2: -6

What do the screens show for `COc1ccc(OCCN2CCC(C(=O)NC(c3ccc(Cl)cc3)c3cnccn3)CC2)cc1` (stereo unspecified)?
CaV13 ICDI inh: -5; HIF-2a inh: 11; Vif inh: -4; PDI turbidity: 12; iPSC survival up: 1.8; Peg3 prom inh: -1; Granule exo inh: -1; aDG glyco up: 0.3; NR2E3 ag-2: 15

How did O=C(Nc1ccn(Cc2c(F)c(F)cc(F)c2F)n1)c1ccc(COc2cc(Cl)ccc2Cl)o1 do in these assays?
CaV13 ICDI inh: -4; TRPM1 prom inh: 1; HIF-2a inh: 24; Vif inh: 1; PDI turbidity: -4; iPSC survival up: 4.9; Peg3 prom inh: -8; Granule exo inh: 2; NR2E3 ag-1: 0; aDG glyco up: -0.1; NR2E3 ag-2: -8

How did Cn1c(NC(=O)/C=C/c2c(F)cccc2Cl)cc(=O)n(C)c1=O do in these assays?
CaV13 ICDI inh: -4; TRPM1 prom inh: 6; HIF-2a inh: -101; Vif inh: 13; PDI turbidity: 11; iPSC survival up: 0.0; Peg3 prom inh: -56; Granule exo inh: 0; NR2E3 ag-1: 1; aDG glyco up: 0.7; NR2E3 ag-2: -22

Results for Cn1cnnc1SCC(=O)Nc1c(F)cc(F)cc1Br ?
CaV13 ICDI inh: -4; TRPM1 prom inh: -1; HIF-2a inh: 17; Vif inh: 1; PDI turbidity: 0; iPSC survival up: -0.2; Peg3 prom inh: -4; Granule exo inh: 0; NR2E3 ag-1: -1; aDG glyco up: 0.2; NR2E3 ag-2: 14

How did CC(=O)Nc1ccc(OC/C=C(\C)Cl)cc1 do in these assays?
TRPM1 prom inh: -29; HIF-2a inh: -85; Vif inh: 0; PDI turbidity: -3; iPSC survival up: -1.7; Peg3 prom inh: -35; Granule exo inh: -2; NR2E3 ag-1: 3; aDG glyco up: 0.0; NR2E3 ag-2: -4

Results for S=c1nc[nH]c2c1[nH]c1ccccc12 ?
CaV13 ICDI inh: -1; TRPM1 prom inh: 1; HIF-2a inh: -9; Vif inh: 2; PDI turbidity: 2; iPSC survival up: -0.5; Peg3 prom inh: -16; Granule exo inh: -6; NR2E3 ag-1: 4; aDG glyco up: -0.1; NR2E3 ag-2: -51

How did COc1ccc(CCN(C(=O)C(F)(F)F)C(C(=O)NC2CCCCC2)c2ccc(C)s2)cc1 (stereo unspecified) do in these assays?
CaV13 ICDI inh: -7; TRPM1 prom inh: 3; HIF-2a inh: 5; Vif inh: -3; PDI turbidity: -5; iPSC survival up: 0.9; Peg3 prom inh: 4; Granule exo inh: -2; NR2E3 ag-1: 0; aDG glyco up: 0.2; NR2E3 ag-2: 9

High-throughput results deposited in PubChem by several laboratories.

Rows were taken by chance; about 3.5% have a hit in one of these screens.
